# EPAC1 agonist: qHTS for Agonist of cAMP-regulated guanine nucleotide exchange factor 3 (EPAC1): primary screen. EPAC1 agonist qHTS, biochemical assay; response scale: 100% = response to 6.5 mM cAMP. Potency, µM (titrated, usually from 154 µM), for inactives: at the top dose activation, actives largely listed as activators. 360,000 tested, 0.073% active. Rap guanine nucleotide exchange factor 3 (Homo sapiens), O95398. AID 720707, 2013; note: nearly all actives have a fitted effect of over 60% in size
#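 Compounds were pinned as a concentration titration into mixtures of EPAC1 (100 nM), BODIPY-GDP-loaded Rap1B (250 nM) and GDP (50 uM). After 5 min at room temperature, fluorescence was followed for 30 min; activity was scaled to 6.5 mM cAMP.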
# TDP-43 yeast inh: qHTS of TDP-43 Inhibitors. TDP-43 expressing yeast growth rescue, BacTiter-Glo, 24 h. Potency, µM (top dose mostly 46.1 µM), for the others: at the highest dose growth rescue (activation), most hits filed as activators. 410,000 tested, 1.8% active; note: % of control where 0% means no effect; nearly all actives have a fitted effect of over 50% in size
#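 In this qHTS, compounds that restore growth of yeast expressing TDP-43 appear as activators. Cells (OD600=0.02, galactose medium, raffinose-pregrown) are incubated with compound 24 hr at 30 deg C and growth is quantified by BacTiter-Glo.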
# EPAC1 antagonist: qHTS for Antagonist of cAMP-regulated guanine nucleotide exchange factor 3 (EPAC1): primary screen. Rap guanine nucleotide exchange factor 3 (Homo sapiens), O95398. Potency, µM (top dose mostly 115 µM), for inactives: at the highest dose activity change, negative = inhibition, most hits filed as inhibitors. EPAC1 GEF assay, Rap1b-BODIPY-GDP exchange fluorescence. 360,000 tested, 0.14% active;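 note: plate controls were vehicle for no effect and positive control for full effect; nearly all actives have a fitted effect of over 50% in size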
# EPAC2 ag: qHTS for Agonist of cAMP-regulated guanine nucleotide exchange factor 4 (EPAC2): primary screen; Rap guanine nucleotide exchange factor 4 (Homo sapiens), Q8WZA2; EPAC2 activation, biochemical qHTS; response scale: 100% = 6.5 mM cAMP response; Potency, µM (series often up to 154 µM), without a hit: at the highest dose activation, most hits filed as activators; 360,000 tested, 0.079% active; note: nearly all actives have a fitted effect of over 50% in size
# Target sequence (Q8WZA2 whole entry, looked up): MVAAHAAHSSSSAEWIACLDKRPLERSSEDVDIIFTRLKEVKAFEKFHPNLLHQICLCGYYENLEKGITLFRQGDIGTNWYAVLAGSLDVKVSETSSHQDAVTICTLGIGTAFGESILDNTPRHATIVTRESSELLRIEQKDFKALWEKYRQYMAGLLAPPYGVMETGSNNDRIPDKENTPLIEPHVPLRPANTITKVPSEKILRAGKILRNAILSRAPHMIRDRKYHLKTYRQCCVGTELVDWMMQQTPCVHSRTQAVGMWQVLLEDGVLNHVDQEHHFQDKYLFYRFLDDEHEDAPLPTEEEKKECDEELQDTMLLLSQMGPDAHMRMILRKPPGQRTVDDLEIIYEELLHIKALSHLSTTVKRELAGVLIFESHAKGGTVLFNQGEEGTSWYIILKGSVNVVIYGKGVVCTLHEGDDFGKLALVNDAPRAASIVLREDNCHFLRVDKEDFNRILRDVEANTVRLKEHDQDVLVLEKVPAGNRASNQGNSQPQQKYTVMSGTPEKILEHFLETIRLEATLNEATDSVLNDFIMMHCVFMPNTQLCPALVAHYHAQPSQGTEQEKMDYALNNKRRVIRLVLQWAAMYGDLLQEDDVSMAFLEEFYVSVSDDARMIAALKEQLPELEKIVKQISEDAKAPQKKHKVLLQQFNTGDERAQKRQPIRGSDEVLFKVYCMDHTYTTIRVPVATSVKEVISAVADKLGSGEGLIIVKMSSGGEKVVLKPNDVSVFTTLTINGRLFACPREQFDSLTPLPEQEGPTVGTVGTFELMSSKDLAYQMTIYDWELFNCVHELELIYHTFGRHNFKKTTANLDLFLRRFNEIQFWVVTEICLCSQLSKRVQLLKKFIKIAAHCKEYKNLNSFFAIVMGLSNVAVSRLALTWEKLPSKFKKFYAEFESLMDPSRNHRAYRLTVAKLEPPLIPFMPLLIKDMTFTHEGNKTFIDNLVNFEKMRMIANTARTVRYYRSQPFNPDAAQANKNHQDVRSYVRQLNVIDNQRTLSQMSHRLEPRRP
#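 EPAC2 (100 nM) mixed with Rap1B loaded with BODIPY-GDP (250 nM) plus 50 uM unlabeled GDP; compounds pinned in, 5 min RT, then read every 5 min for 30 min (ex 480, em 540 nm). Normalized to cAMP control.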
# aSyn rescue: qHTS of alpha-syn Inhibitors; Yeast expressing alpha-synuclein, growth rescue, BacTiter-Glo, 24 h; 370,000 tested, 0.14% active; Potency, µM (highest dose often 46.1 µM), for inactives: top-dose growth rescue (activation), most hits filed as activators; note: % of control where 0% means no effect; nearly all actives have a fitted effect of over 65% in size
#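 Rescue of yeast growth: cells expressing toxic alpha-synuclein, induced in galactose at OD600 0.02, incubated with compound 24 h at 30 C. ATP luminescence quantified growth; inhibitors of toxicity appear as activators.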
# FUS suppressor: qHTS for Suppressors of FUS Proteinopathy: Primary screen using FUS-linked yeast assay. S. cerevisiae FUS-expressing, growth rescue, OD600, 24 h. Potency, µM (series often up to 76.6 µM), inactives show at the top dose growth rescue (activation), hits mostly activators. 390,000 tested, 0.24% active;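 note: plate controls were DMSO vehicle for no effect and reference control for full effect; nearly all actives have a fitted effect of over 55% in size; some results filed as inactive show a strong effect at the top dose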
#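 FUS-expressing yeast, raffinose-pregrown, induced in 2% galactose minimal medium at OD 0.005; compounds in a dilution series, 24hr at 30C. Growth restoration read as absorbance at 600 nm. CP55940 positive control, DMSO negative.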
# EPAC2 antag: qHTS for Antagonist of cAMP-regulated guanine nucleotide exchange factor 2 (EPAC2): primary screen | EPAC2 GEF exchange of Rap1B-BODIPY-GDP, fluorescence | Potency, µM (titrated, usually from 114 µM), for inactives: at the highest dose activity, negative = inhibition, actives largely listed as inhibitors | 360,000 tested, 0.18% active | AID 720708, 2013; note: % is set by controls: 0 for no effect and ±100 for the full control effect; nearly all actives have a fitted effect of over 45% in size; many of its hits are not listed in these tables
# PTHR1 agonist: qHTS for PTHR1 Agonists: Primary Screen. Parathyroid hormone/parathyroid hormone-related peptide receptor (Homo sapiens), Q03431. HEK293 GP2 PTHR1 cells, GloSensor cAMP luminescence, 1 h. Potency, µM (top dose mostly 115 µM), for the others: at the top dose activation, hits mostly activators. 410,000 tested, 0.075% active; note: nearly all actives have a fitted effect of over 55% in size; some results filed as inactive show a strong effect at the top dose; inactives centre near -15; many of its hits are not listed in these tables
#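 HEK-293-derived GP2 cells expressing PTHR1 and a GloSensor cAMP reporter, 3,000/well, plated overnight, given luciferin plus IBMX (each 0.5 mM as added) for 1 h at 37 °C, then compound for 1 h at 37 °C. Luminescence was read after 15 min at room temperature.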
# The depositor's hits bear a star; i = inactive; u = inconclusive; x = not tested or not shown; [ ] = another dose, or the depositor's remark. Calls come from the whole dose curve; as a rule, active = well fitted curve in the direction sought with a large enough effect; inconclusive = small, poorly fitted or top-dose-only effect, or another doubt; inactive = no such curve, though single readings can be large; an effect the other way counts as inactive or inconclusive. Potency is the fitted concentration of half-maximal effect.
molecule	EPAC1 agonist	TDP-43 yeast inh	EPAC1 antagonist	EPAC2 ag	aSyn rescue	FUS suppressor	EPAC2 antag	PTHR1 agonist
O=C(N/N=C/c1cc(Cl)ccc1O)C(=O)Nc1ccccc1OC(F)(F)C(F)F	-3.5%	2.1%	-2.9%	0.6%	u	-12.1%	-0.8%	-21.2%
Brc1cnc(N2CCCC2)nc1N1CCOCC1	-3.7%	16.2%	13.7%	2.4%	0.7%	5.2%	7.6%	-0.4%[57.5 µM]
N#C/C(=C\c1ccc(OCc2ccc(C(=O)O)cc2)cc1)C(=O)NCc1ccccc1	1.6%	x	u	16.7%	1.2%	36.4%	4.2%	i
COc1ccc(N2C(=O)CSC23C(=O)N(C)c2ccccc23)cc1Cl (stereo not drawn)	x	-12.7%	x	x	0.7%	-9.0%	x	-3.2%
CC(C)N1CC(C(=O)Nc2ccc(Cl)c([N+](=O)[O-])c2)CC1=O (stereo not drawn)	-5.3%	6.3%	-4.1%	1.0%	1.9%	-13.5%	6.0%	-22.0%
CCN(CC)c1ccc2cc(S(=O)(=O)c3ccc(C)cc3)c(=O)oc2c1	-4.2%	-9.6%	9.7%	-69.3%[inhibitor]	15.6%	-9.9%	93.3%[activator]	-17.2%
O=C1c2ccccc2C(=O)N1CC(O)COc1cccc2ccccc12 (stereo not drawn)	12.2%	u	-9.2%	9.5%	-0.2%	-14.7%	6.0%	-12.9%
CCOC(=O)N1CCc2c(sc3nc[nH]c(=O)c23)C1	4.9%	-27.1%	-4.4%	13.1%	1.2%	27.5%	-2.8%	i
COc1ccc(NC(=O)NNC(=O)COc2ccc([N+](=O)[O-])c(C)c2)cc1OC	15.2%	1.0%	-11.5%	3.4%	-0.1%	12.3%	7.6%	-20.4%
CCN(CC)C(=O)[C@H]1C[C@H](CC(=O)NC(C)(C)C)C(=O)N2CCc3c([nH]c4ccc(Cl)cc34)[C@]12C	-9.6%	10.4%	-13.5%	-3.6%	2.1%	19.8%	-1.9%	i
C/C=C(\C)C(=O)OC1c2c(ccc3ccc(=O)oc23)OC(C)(C)C1OC(C)=O (stereo not drawn)	0.0%	0.0%	-14.3%	0.3%	3.2%	21.3%	-11.9%	-1.8%[57.5 µM]
CC(=O)Nc1nonc1-c1nc2ccccc2n1Cc1nnc(C)o1	2.6%	22.6%	5.1%	3.3%	4.4%	26.7%	0.4%	i
COc1cc(C2NC(=O)N(C)C3=C2C(=O)CCC3)cc(OC)c1OC (stereo not drawn)	-10.9%	-17.2%	16.1%	1.0%	-5.0%	26.8%	12.9%	i
COc1ccc(CCNC(=O)c2cc(-c3ccccn3)nc3ccccc23)cc1	13.3%	13.8%	13.5%	13.5%	0.7%	21.7%	0.8%	-54.1%[inhibitor]
Cc1nnc(Sc2c(N)n(C)c(=O)[nH]c2=O)s1	3.7%	-27.1%	26.5%	6.3%	0.0%	29.9%	18.7%	i
O=C(NNS(=O)(=O)Cc1ccccc1)c1ccc([N+](=O)[O-])cc1	-5.1%	9.4%	-32.1%	8.1%	-0.2%	-2.5%	-1.7%	i
CCN(C(=O)COC(=O)COc1ccc2c(c1)CCC2)c1c(N)n(Cc2ccccc2)c(=O)[nH]c1=O	-7.8%	17.9%	-12.8%	-8.1%	0.9%	32.0%	21.2%	-8.0%
CCOC(=O)C1CCCN(S(=O)(=O)c2cc3c(cc2Cl)NC(=O)CO3)C1 (stereo not drawn)	2.9%	-3.7%	-23.2%	7.2%	2.6%	-0.1%	-23.8%	-58.7%[inhibitor]
Nc1ccn(C2OC(CCl)C(O)C2O)c(=O)n1 (stereo not drawn)	11.9%	24.8%	7.9%	2.8%	-0.4%	-13.7%	-4.9%	i
CC1(C)Cc2cccc(OCC(=O)OCC(=O)NCc3ccccc3)c2O1	-4.6%	22.9%	8.7%	-13.3%	6.7%	x	-4.3%	-26.6%
Cc1ccc(SCC(=O)NC(=O)Nc2ccc3c(c2)OCCO3)cc1C	-10.2%	6.4%	-7.3%	-9.3%	-7.4%	-32.9%	3.7%	i
C=CCn1c(COc2ccc(F)cc2)nnc1SCC(=O)NC1CC1	7.7%	-21.0%	-2.8%	5.7%	0.9%	1.7%	2.6%	-0.2%
Cc1c(NC(=O)COC(=O)C23CC4CC(CC(O)(C4)C2)C3)c(=O)n(-c2ccccc2)n1C	7.1%	-3.7%	-9.1%	17.4%	-2.2%	37.1%	4.9%	-20.4%
COC(=O)C(C(=O)OC)c1ccccc1NC(=O)OCc1ccccc1	6.5%	-5.4%	-4.8%	4.8%	17.5%	-3.0%	u	-8.9%
Cc1ccc(Nc2c(F)c(F)c(F)c(F)c2C(=O)O)cc1	-7.9%	12.0%	19.3%	-4.0%	-7.6%	-16.2%	-1.3%	-16.7%
CCc1nc2ccc(C(=O)NCCOc3ccc(OC)cc3)cn2c1N(C)C(=O)C1CCCCC1	-3.1%	0.0%	-1.4%	5.7%	0.2%	14.4%	2.0%	i
OCC[C@@H]1C[C@H](O)[C@@H](O)[C@@]2(Cc3ccccc3O2)O1	13.3%	12.3%	0.3%	9.4%	-1.8%	2.2%	-2.3%	-12.0%
CCOC(=O)c1ccc(NC(=S)N(CCCN(CC)CC)Cc2ccco2)cc1	5.1%	2.8%	5.5%	7.1%	-2.7%	7.8%	3.8%	i
CN(CCc1ccccc1)Cc1nc(-c2cnccn2)no1	0.2%	-5.0%	4.1%	-22.6%	6.8%	2.8%	-24.3%	i
COc1ccccc1N1CCN(CCC(=O)Nc2ccc3c(c2)OCO3)CC1	4.0%	2.8%	6.9%	-0.7%	-4.3%	33.9%	11.6%	-6.3%[57.5 µM]
Cc1[nH]n(-c2ccccc2)c(=O)c1C=Nc1cccc(F)c1	2.2%	-12.0%	u	10.8%	-8.3%	-1.0%	-9.9%	13.5%
CCCN1C(=O)/C(=C/c2c(NCCCOCC)nc3c(C)cccn3c2=O)SC1=S	8.7%	-7.0%	12.0%	7.9%	-4.5%	-6.4%	-2.9%	-23.1%
O=Cc1ccnc(-c2ccc(OC(=O)c3ccco3)cc2)n1	-2.7%	0.0%	-16.9%	11.6%	-0.2%	-6.6%	-4.5%	i
CCCCN=C(C)c1c(O)c2ccccc2oc1=O	-8.7%	-36.7%[inhibitor]	-4.6%	-7.6%	-7.4%	-6.7%	-3.5%	-17.1%
O=C(c1cn2ccccc2n1)N1CCCC(Nc2ccc(F)c(F)c2)C1 (stereo not drawn)	-3.9%	23.4%	-4.1%	-3.7%	3.5%	8.3%	-3.5%	-49.6%[inhibitor]
CC(C)NC(=O)c1sc2c(c1C(=O)Nc1cccnc1)CCCC2	5.2%	4.0%	-26.5%	13.9%	-7.9%	21.1%	-5.4%	-18.7%
CCOC(=O)c1ccccc1N/C=C/C(=O)c1ccccc1	2.6%	4.0%	0.0%	-2.6%	-1.5%	15.3%	-4.6%	i
CCCCNC(=O)CN(c1cc(C(F)(F)F)ccc1Cl)S(C)(=O)=O	-13.0%	14.3%	-1.6%	-3.2%	0.1%	-24.6%	17.4%	i
COc1ccc(C(=O)NNC(=O)c2ccc3ccccc3c2)cc1	3.8%	15.0%	-13.0%	7.0%	1.0%	7.9%	1.3%	i
COc1ccc2c(c1)CCc1cc(C(=O)N3CCN(c4ccc(N5CCOCC5)nn4)CC3)sc1-2	-20.8%	-2.3%	-9.6%	3.6%	1.4%	41.7%	-9.5%	-43.0%[inhibitor]

# 3 entries drawn at random from those above:
molecule	EPAC1 agonist	TDP-43 yeast inh	EPAC1 antagonist	EPAC2 ag	aSyn rescue	FUS suppressor	EPAC2 antag	PTHR1 agonist
CCOC(=O)c1ccc(NC(=S)N(CCCN(CC)CC)Cc2ccco2)cc1	5.1%	2.8%	5.5%	7.1%	-2.7%	7.8%	3.8%	i
OCC[C@@H]1C[C@H](O)[C@@H](O)[C@@]2(Cc3ccccc3O2)O1	13.3%	12.3%	0.3%	9.4%	-1.8%	2.2%	-2.3%	-12.0%
Cc1[nH]n(-c2ccccc2)c(=O)c1C=Nc1cccc(F)c1	2.2%	-12.0%	u	10.8%	-8.3%	-1.0%	-9.9%	13.5%

# (list continues)
molecule	EPAC1 agonist	TDP-43 yeast inh	EPAC1 antagonist	EPAC2 ag	aSyn rescue	FUS suppressor	EPAC2 antag	PTHR1 agonist
O=C(c1cnn2ccccc12)N1CCc2ccccc21	-2.3%	0.0%	-7.6%	-0.5%	8.2%	4.6%	-1.2%	-87.7%[inhibitor]
Cc1c(C)n(CCN(C)C)c2ccc(C(=O)OCCN(C)C)cc12	-3.4%	9.1%	-5.0%	10.1%	3.5%	-0.2%	1.5%	i
CCCCn1c(N)c(N(Cc2ccccc2OC)C(=O)COc2ccccc2OC)c(=O)[nH]c1=O	-3.3%	17.9%	1.9%	0.8%	0.9%	5.2%	4.9%	i
CC(=O)N1c2ccc(S(=O)(=O)N3CCCCC3)cc2CC1C(=O)Nc1ccc(C)cc1 (stereo not drawn)	-13.2%	-0.9%	-19.5%	-5.9%	2.6%	36.7%	20.1%	-19.5%
Cc1ccc(S(=O)(=O)NCCC(=O)N2CC(C)OC(C)C2)cc1 (stereo not drawn)	u	15.6%	-2.1%	6.0%	-2.5%	17.1%	8.7%	-6.1%
CC(C)c1ccc(NC2CCCN(C(=O)CCN3CCCO3)C2)cc1 (stereo not drawn)	-0.6%	-2.0%	15.8%	-2.2%	3.5%	11.9%	0.9%	2.1%
COc1ccc(S(=O)(=O)N(C)C[C@@H]2Oc3c(NS(C)(=O)=O)cccc3C(=O)N([C@@H](C)CO)C[C@H]2C)cc1	-12.3%	11.6%	-5.0%	-0.4%	3.8%	8.2%	3.5%	i
Cc1cccc(Nc2nc(-c3c(C)nc4ccccn34)cs2)c1	7.6%	-8.7%	-0.5%	1.4%	-14.6%	6.5%	2.3%	-26.5%[57.5 µM]

# Compound activity (PubChem)

# Only part of the results is shown (hit frequency here may not be typical).
